# Mito fusion yeast – inhibitors of mitochondrial division or activators of mitochondrial fusion. S. cerevisiae fusion-defective mutant growth rescue, CellTiterGlo 48 h. Potency, µM (doses to about 46.1 µM), for the others: at the highest dose growth rescue (activation), most hits filed as activators. hit rate 0.23% among 320,000;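 also: potency is read from the fitted curve at half-maximal effect; % of control where 0% means no effect; nearly all actives have a fitted effect of over 45% in size; temperature-sensitive fusion mutants such as fzo1-1 at 37 °C on non-fermentable ethanol glycerol medium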
#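 Temperature-sensitive fusion-defective S. cerevisiae (e.g. fzo1-1, mgm1-5) were grown with compound in YPEG medium (3% ethanol, 3% glycerol) for 48 hours at 37C. Growth rescue was measured as viability by CellTiterGlo luminescence after 10 minutes at ambient.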
# Tb PFK inh – blocks T. brucei phosphofructokinase; T. brucei PFK, ADP-Glo luminescence; AID 485367; O15648; hit rate 0.17% among 330,000; Potency, µM (titrated, usually from 57.5 µM), without a hit: top-dose activity, negative = inhibition, most hits filed as inhibitors;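 also: potency is read from the fitted curve at half-maximal effect; 0% = uninhibited 1x PFK enzyme wells and -100% = no-enzyme wells; nearly all actives have a fitted effect of over 60% in size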
#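 In TEA buffer at pH 8.0 with 5 mM MgCl2, enzyme (1.25 nM) converted F6P (0.5 mM) and ATP (0.1 mM) for 45 min at room temperature. ADP product was read by luciferase luminescence.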
# Eya2 phos inh – Eya2 (human) phosphatase inhibition; recombinant Eya2, OMFP fluorescence dephosphorylation (OMFP is methylfluorescein phosphate); Potency, µM (series often up to 76.9 µM), inactives show at the highest dose activity, negative = inhibition, actives largely listed as inhibitors; hit rate 0.006% among 330,000; AID 488837; also: potency is read from the fitted curve at half-maximal effect; % is scaled to controls: 0 for no effect and ±100 for the full control effect
#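 Eya2 (0.2 uM) preincubated 10 min at ambient with compound, then OMFP substrate added at 50 uM; 10 min reaction in 50 mM HEPES pH 7.5, 50 mM NaCl, 5 uM MgCl2, 0.05% BSA, 1 mM DTT. Fluorescence read at Ex 485/Em 525 nm.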
# ELG1 repair inh – ELG1-dependent DNA repair inhibition. HEK293T ELG1-luciferase reporter, luminescence, 16 h; DNA damage induced by 5-fluorouridine. Potency, µM (top dose mostly 46.1 µM), inactives show at the top dose activity change, negative = inhibition, actives largely listed as inhibitors. hit rate 2.3% among 330,000; also: potency is read from the fitted curve at half-maximal effect; % is scaled to controls: 0 for no effect and ±100 for the full control effect; nearly all actives have a fitted effect of over 55% in size
#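 Quantitative HTS, concentration-response format. 2,000 cells/well co-treated with 5-fluorouridine and compound, 16 hr in 5% CO2 at 37 °C; ONE-Glo luminescence read after 30 min.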
# BCR signal inh – chronic active BCR signaling inhibition. Potency, µM (titrated, usually from 46.1 µM), without a hit: at the top dose ratio change, negative = lower green/red ratio, most hits filed as inhibitors. hit rate 0.05% among 340,000. AID 493014. ABC-DLBCL IkBa-CBG/CBR reporter, luminescence ratio, 4 h; active = well fitted inhibition curve with a large enough effect in the signal ratio, with a control signal flat, not every such curve was filed as active; inconclusive = small, poorly fitted or top-dose-only effect, or effect the other way, or a change in a side signal; the % refers to the signal ratio;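 also: potency is read from the fitted curve at half-maximal effect; plate controls were basal doxycycline-induced cells for no effect and cells given 10 µM MG132 for full effect; MG132 reads +100%, hits lower the ratio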
#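 Cell line TMD8 (human ABC DLBCL), stably expressing tet-inducible CBG68-IkBa fusion and CBR; IMDM/0.5% FBS; cpd up to 46 uM; dox induction, 4 h, 37C/5% CO2; dual luminescence; green/red ratio; MG132 control.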
# TCR activator – activators of T cell receptors; primary human leukocytes, anti-CD3, IL-2 HTRF, 48 h; AID 504894; 330,000 tested, under 10 active; Potency, µM (series often up to 9.22 µM), inactives show top-dose activation of IL-2 secretion, most hits filed as activators; also: % of control where 0% means no effect
#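 HTRF read-out of IL-2 secretion: europium cryptate donor excited at 320nm, d2 acceptor emission at 665nm. Cells were primary human leukocytes incubated 48 hr with compounds and a-CD3 beads, supplying TCR signal only.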
# TSG101-PTAP inh – blocks PTAP/TSG101 interaction to inhibit HIV-1 budding | Q99816 | Fluorescence polarization, FITC-PTAP peptide / Tsg101 binding | Potency, µM (top dose mostly 115 µM), for the others: top-dose activity change, negative = inhibition, hits mostly inhibitors | 340,000 tested, under 10 active | AID 493005; active = well fitted inhibition curve with a large enough effect in the main read-out, with a control signal flat, not every such curve was filed as active; inconclusive = small, poorly fitted or top-dose-only effect, or effect the other way, or a change in a side signal; inactive = no such curve, though single readings can be large or run the other way; also: potency is read from the fitted curve at half-maximal effect; % of control where 0% means no effect
#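 FP read-out: FITC-PTAP peptide, 50 nM final, binding Tsg101 binding domain, 10 uM final; 20 min, r.t.; 10 mM HEPES pH 7.5, 0.15 M NaCl, 0.01% Tween 20, 3 mM EDTA, 0.1 mM TCEP.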
# S-ASM inh – blocks human secretory acid sphingomyelinase; placental ASM, HMU-PC fluorogenic substrate, 60 min; Potency, µM (top dose mostly 57.5 µM), inactives show at the top dose activity change, negative = inhibition, most hits filed as inhibitors; hit rate 0.006% among 340,000; AID 504937; also: potency is read from the fitted curve at half-maximal effect
#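 qHTS format. ASM enzyme prepared from human placenta hydrolyses the fluorogenic substrate HMU-PC0 (9 uM final) over 60 min at 37 °C after a 10 min compound preincubation.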
# TSHR antagonist – blocks TSH signaling through the human TSH receptor; hit rate 0.2% among 330,000; activity change, negative = inhibition, % at 11.5 µM; P16473; TSHR-expressing cells, TSH-stimulated cAMP HTRF, 2 h; active compounds read low;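 active = activity change below a set negative limit, meaning inhibition stronger than a set level, cut at about -70% in these data; inconclusive = activity change between two set negative limits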; also: % is scaled to controls: 0 for no effect and ±100 for the full control effect
# Target sequence (P16473 whole entry, looked up): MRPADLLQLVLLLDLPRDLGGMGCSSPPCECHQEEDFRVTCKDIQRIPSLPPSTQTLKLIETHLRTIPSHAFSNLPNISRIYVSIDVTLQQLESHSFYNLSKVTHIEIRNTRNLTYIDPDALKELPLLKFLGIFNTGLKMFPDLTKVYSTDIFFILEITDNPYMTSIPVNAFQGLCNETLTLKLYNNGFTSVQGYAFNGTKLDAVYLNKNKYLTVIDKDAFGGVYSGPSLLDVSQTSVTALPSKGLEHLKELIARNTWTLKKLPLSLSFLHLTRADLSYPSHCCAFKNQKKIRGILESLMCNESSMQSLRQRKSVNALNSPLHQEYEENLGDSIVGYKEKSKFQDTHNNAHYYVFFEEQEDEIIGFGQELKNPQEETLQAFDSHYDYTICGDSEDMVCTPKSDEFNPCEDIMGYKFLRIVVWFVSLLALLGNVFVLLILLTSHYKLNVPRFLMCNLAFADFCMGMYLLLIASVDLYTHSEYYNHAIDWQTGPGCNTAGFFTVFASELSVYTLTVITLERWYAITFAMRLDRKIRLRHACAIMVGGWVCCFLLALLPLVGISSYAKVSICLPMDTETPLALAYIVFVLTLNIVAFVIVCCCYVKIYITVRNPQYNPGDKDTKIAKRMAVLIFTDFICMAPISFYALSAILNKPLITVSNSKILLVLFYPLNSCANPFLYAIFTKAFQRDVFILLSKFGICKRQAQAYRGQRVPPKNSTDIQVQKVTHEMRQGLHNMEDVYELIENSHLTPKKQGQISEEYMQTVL
#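 TSHR-expressing cells, 200/well, pre-treated with compound, then stimulated with EC80 TSH (4nM final) for 2 hours at 37 deg C. cAMP measured by competitive HTRF: anti-cAMP cryptate antibody in lysis buffer plus cAMP-d2, read after 30 minutes at room temperature.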
# AT treatment – potential ataxia-telangiectasia treatment; […] A-T fibroblasts, KAP-1 phosphorylation AlphaLISA; neocarzinostatin DNA damage 30 min before lysis; Potency, µM (doses to about 57.5 µM), for the others: at the highest dose activation, usual class: activators; hit rate 0.19% among 320,000; also: potency is read from the fitted curve at half-maximal effect; % of control where 0% means no effect; nearly all actives have a fitted effect of over 45% in size
#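 hTERT-immortalized A-T patient fibroblasts ([…]), 500 cells/well in OPTI-MEM, 1% FBS, got compounds for 60 min, then NCS for 30 min at 37C. Lysates were then assayed for phospho-KAP-1 by AlphaLISA (anti-pKAP1 donor, anti-KAP1 acceptor beads), 6 hr at 25C.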
# Integrin act MD – activators of alpha7 integrin expression for muscular dystrophy; alpha7betagal myoblasts, beta-gal FDG fluorescence, 48 h; Potency, µM (series often up to 38.3 µM), for the others: at the highest dose activation, hits mostly activators; hit rate 0.064% among 350,000; AID 624291;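 also: potency is read from the fitted curve at half-maximal effect; 100% = response of the positive control SU9516; nearly all actives have a fitted effect of over 60% in size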
#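 alpha7betagal+/- myoblasts (passage 13, 250/well) treated 48 h at 37C with compounds at 1:260 dilution of DMSO stock. Lysed, then beta-galactosidase activity read as FDG fluorescence (ex 480/em 540) after 30 min, with pre-read for autofluorescence.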
# * hit, by the source's call; u = inconclusive; x = no result given; [ ] = another dose, or the depositor's remark. Unless noted, calls follow the shape of the dose curve; as a rule, active = well fitted curve in the direction sought with a large enough effect; inconclusive = small, poorly fitted or top-dose-only effect, or another doubt; inactive = no such curve, though single readings can be large; an effect the other way counts as inactive or inconclusive.
nr	molecule	Mito fusion yeast	Tb PFK inh	Eya2 phos inh	ELG1 repair inh	BCR signal inh	TCR activator
1	CC[C@@]1(C(=O)OC)N[C@H](CN(C)S(=O)(=O)c2ccc(-c3ccccc3)cc2)[C@@H]2C(=O)N(Cc3ccccc3)C(=O)[C@@H]21	x	6%	-1%	-5%	0%	7%
2	Cn1ccnc1Sc1nc2c(c(=O)n(C)c(=O)n2C)n1C	3%	0%	-3%	5%	0%	1%
3	CCS(=O)(=O)N1CCN(Cc2c[nH]c3ccccc23)CC1	-2%	-4%	-4%	16%	-6%	x
4	CC1=NN(C(=O)c2c(Br)cnn2C)C(O)(C(F)(F)F)C1 (configuration not stated)	5%	2%	5%	5%	u	-3%
5	Cc1ccc2c(c1)N(CCC(=O)NCCCN1CCCC1)C(=O)CO2	-2%	0%	3%	-11%	10%	-3%
6	CCN(CC)S(=O)(=O)c1ccc(-c2nnc(SCC(=O)N3c4ccccc4CC3C)o2)cc1 (configuration not stated)	6%	-5%	4%	0%	-5%	-3%
7	COc1cc(/C=C/C(=O)O)cc(S(=O)(=O)NCc2ccco2)c1OC	-9%	1%	-12%	7%	9%	1%
8	Nc1nnc(SCC(=O)Nc2ccc(N3CCOCC3)c(Cl)c2)s1	5%	-12%	-26%	21%	u	-4%
9	CCOC(=O)c1c(C)n(-c2ccc(OC)cc2)c2c(C/C(C)=N/O)c(Br)c(OC)c(O)c12	2%	-2%	7%	6%	-10%	2%
10	COc1cccc(-c2cc(C(=O)Nc3cccnc3)no2)c1	-1%	-2%	5%	u	u	1%
11	Cc1cccc2cc(CN(CC3CCCO3)C(=O)NC3CCCCC3)c(=O)[nH]c12 (configuration not stated)	7%	1%	9%	u	-1%	-3%
12	CCCSc1nnc2n(C)c(=O)c3c4c(sc3n12)CCC4	0%	-5%	16%	-3%	10%	-11%

nr	TSG101-PTAP inh	S-ASM inh	TSHR antagonist	AT treatment	Integrin act MD
1	-2%	-2%	-3	-9%	12%
2	-6%	4%	18	0%	15%
3	1%	2%	13	-2%	-3%
4	-5%	1%	19	6%	9%
5	-4%	-1%	1	3%	57%
6	-1%	-3%	45	14%	u
7	-7%	4%	13	-1%	-2%
8	-2%	-1%	40	4%	0%
9	0%	-1%	2	1%	-28%
10	-5%	2%	-7	2%	-4%
11	-8%	-1%	-1	-9%	11%
12	-7%	-4%	-13	0%	11%

# Next compounds follow.
nr	molecule	Mito fusion yeast	Tb PFK inh	Eya2 phos inh	ELG1 repair inh	BCR signal inh	TCR activator
13	COc1ccc(OC)c(CN2CCN(C(=O)c3cccc(S(=O)(=O)Nc4ccc(C)cc4)c3)CC2)c1	-3%	21%	15%	u	-3%	3%
14	COc1ccc(CN(C)C(=O)c2ccccc2OCc2c(C)noc2C)cc1OC	0%	-7%	11%	0%	u	12%
15	CCn1nc(C)c(Br)c1-c1nc(-c2ccc(C)cc2)no1	-4%	2%	9%	1%	4%	-1%
16	COc1cc2c(cc1OC)C1(CCCC1)C(N)=C2C#N	-5%	5%	0%	u	u	9%[46.1 µM]
17	CC(C)Sc1nc2c(c(=O)[nH]1)C(c1cccs1)C1=C(CC(C)(C)CC1=O)N2 (configuration not stated)	-5%	1%	16%	-9%	u	-2%
18	Cc1cc(=O)oc2cc(OCC(=O)OCc3nnc(-c4ccccc4)o3)ccc12	11%	9%	19%	8%	12%	-31%
19	Cc1cc(C)c(C(=O)Nc2ccccc2)c(CC(C)(C)C(=O)O)c1	0%	-2%	25%	-9%	6%	-2%
20	Cc1noc(C(=O)Nc2ccc3c(c2)OCO3)c1Cl	-1%	4%	0%	u	u	-5%[46.1 µM]
21	O=C(COc1ccc(-c2nnco2)cc1)NC1CCCc2ccccc21 (configuration not stated)	5%	1%	-2%	-6%	-2%	12%
22	CN(C)S(=O)(=O)c1ccc(NC(=O)CN2CCOCC2)cc1	-1%	1%	13%	-1%	6%	5%
23	CCOc1ccc(-c2cc(CCCC(=O)NCCc3ccc(OC)c(OC)c3OC)no2)cc1	-1%	0%	-12%	-18%	u	-14%
24	COC(C/C=C/[C@H](O)COCc1ccccc1)OC	-6%	1%	-29%	u	3%	3%

nr	TSG101-PTAP inh	S-ASM inh	TSHR antagonist	AT treatment	Integrin act MD
13	-6%	11%	-4	7%	7%
14	-6%	0%	5	-8%	-8%
15	-2%	5%	7	0%	10%
16	0%	-1%	-11	-6%	-3%
17	-3%	3%	-6	3%	1%
18	-1%	13%	-1	11%	-23%
19	-1%	4%	-2	6%	-13%
20	-1%	-8%	-8	-4%	32%
21	-3%	0%	-4	4%	11%
22	-1%	8%	-7	18%	-38%
23	-2%	0%	4	4%	-13%
24	-1%	5%	6	32%	7%

# Some of the entries so far, as labelled records.
22. CN(C)S(=O)(=O)c1ccc(NC(=O)CN2CCOCC2)cc1
  Mito fusion yeast: -1%; Tb PFK inh: 1%; Eya2 phos inh: 13%; ELG1 repair inh: -1%; BCR signal inh: 6%; TCR activator: 5%; TSG101-PTAP inh: -1%; S-ASM inh: 8%; TSHR antagonist: -7; AT treatment: 18%; Integrin act MD: -38%

23. CCOc1ccc(-c2cc(CCCC(=O)NCCc3ccc(OC)c(OC)c3OC)no2)cc1
  Mito fusion yeast: -1%; Tb PFK inh: 0%; Eya2 phos inh: -12%; ELG1 repair inh: -18%; BCR signal inh: u; TCR activator: -14%; TSG101-PTAP inh: -2%; S-ASM inh: 0%; TSHR antagonist: 4; AT treatment: 4%; Integrin act MD: -13%

24. COC(C/C=C/[C@H](O)COCc1ccccc1)OC
  Mito fusion yeast: -6%; Tb PFK inh: 1%; Eya2 phos inh: -29%; ELG1 repair inh: u; BCR signal inh: 3%; TCR activator: 3%; TSG101-PTAP inh: -1%; S-ASM inh: 5%; TSHR antagonist: 6; AT treatment: 32%; Integrin act MD: 7%

# Carrying on.
nr	molecule	Mito fusion yeast	Tb PFK inh	Eya2 phos inh	ELG1 repair inh	BCR signal inh	TCR activator
25	Cn1c(SCC(=O)NCCc2ccccc2)ncc(C(=O)Nc2ccccc2)c1=O	2%	u	6%	u	-6%	0%
26	Cn1c(SCC(=O)NC2CCCC2)nnc1-c1cccs1	13%	3%	7%	-5%	-2%	-5%
27	c1ccc(-c2cc(-c3nn4c(-c5ccco5)nnc4s3)c3ccccc3n2)cc1	19%	-1%	3%	21µM*	u	5%
28	CCC(=O)Oc1ccc2c(C)c(Cl)c(=O)oc2c1	2%	-4%	2%	6%	-6%	-12%
29	CC1CCc2cc(F)ccc2N1C(=O)C12CCC(C)(C(=O)O1)C2(C)C (configuration not stated)	1%	-2%	-4%	u	5%	0%
30	Cn1c(CN2CCCC2)nc2cc(NS(=O)(=O)c3ccccc3)ccc21	-6%	-1%	-8%	0%	1%	-3%
31	CN(CC(=O)Nc1ccc(Cl)c(C(F)(F)F)c1)C(=O)c1cc(=O)c2ccccc2o1	-3%	0%	15%	-29%	-5%	-1%
32	O=C(O)CC1Sc2nnc(COc3ccc(Cl)cc3)n2N=C1c1ccccc1 (configuration not stated)	1%	0%	16%	17%	-1%	2%
33	Cc1ccccc1OCC(=O)OC(C)C(=O)NC1CCCC1 (configuration not stated)	1%	-4%	-1%	9%	1%	-5%
34	CCC(=O)c1ccc(N2CCN(C(=O)COc3ccc(F)cc3)CC2)c(F)c1	-2%	0%	4%	u	-10%	-9%

nr	TSG101-PTAP inh	S-ASM inh	TSHR antagonist	AT treatment	Integrin act MD
25	-1%	28%	-4	5%	13%
26	-1%	4%	-6	-6%	8%
27	-8%	-18%	-20	-3%	2%
28	-6%	x	-2	3%	17%
29	0%	7%	2	-3%	8%
30	-1%	-3%	2	5%	-24%
31	0%	-11%	6	-8%	-24%
32	-2%	3%	-6	5%	-27%
33	0%	3%	4	3%	14%
34	-1%	-6%	-10	0%	-38%

# Screening results as filed in PubChem.
